Screening results (PubChem)
TCR act: Activators of T cell receptors: qHTS campaign. primary human leukocytes, anti-CD3, IL-2 HTRF, 48 h. Potency, µM (series often up to 9.22 µM), without a hit: top-dose activation of IL-2 secretion, usual class: activators. 330,000 tested, under 10 active; also: % of control where 0% means no effect
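IL-2 produced over 48 hr by a-CD3 bead-stimulated primary human leukocytes exposed to compounds was detected with a homogeneous time-resolved FRET immunoassay, 665nm acceptor signal after 320nm excitation.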
Giardia killer: Small Molecules that selectively kill Giardia lamblia: qHTS | Giardia lamblia trophozoite viability | activity change, % at 7.66 µM, hits read low | 0.15% of 340,000 active | AID 540267, 2011; in the data active = activity change below about -80%; inconclusive = between about -30% and that limit;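 also: parasites exposed to compound for two days anaerobically before the ATP read; % is scaled to controls: 0 for no effect and ±100 for the full control effect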
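Each well holds 100 Giardia trophozoites and compound. After two days (48 hrs) at 37 deg C in anaerobic conditions, ATP is quantified by luminescence.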
AT treatment: qHTS Assay for Identifying a Potential Treatment of Ataxia-Telangiectasia | AID 485349, 2010 | […] A-T fibroblasts, KAP-1 phosphorylation AlphaLISA; neocarzinostatin DNA damage 30 min before lysis | Potency, µM (highest dose often 57.5 µM), without a hit: top-dose activation, most hits filed as activators | 0.19% of 320,000 active; also: potency is read from the fitted curve at half-maximal effect; % of control where 0% means no effect; nearly all actives have a fitted effect of over 45% in size
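ATM-like activity read as KAP-1 phosphorylation via AlphaLISA donor/acceptor antibody pairs after lysis and 6 hr at 25C. Cells were ATM-null patient fibroblasts ([…], hTERT), dosed 60 min, then exposed to the DSB inducer NCS for 30 min.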
Chronic BCR inh: qHTS Assay to Find Inhibitors of Chronic Active B-Cell Receptor Signaling; 0.05% of 340,000 active; Potency, µM (top dose mostly 46.1 µM), without a hit: top-dose ratio change, negative = lower green/red ratio, usual class: inhibitors; ABC-DLBCL IkBa-CBG/CBR reporter, luminescence ratio, 4 h; AID 493014, 2011; active = well fitted inhibition curve with a large enough effect in the signal ratio, with a control signal flat, not every such curve was filed as active; inconclusive = small, poorly fitted or top-dose-only effect, or effect the other way, or a change in a side signal; the % refers to the signal ratio;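 also: potency is read from the fitted curve at half-maximal effect; plate controls were basal doxycycline-induced cells for no effect and cells given 10 µM MG132 for full effect; MG132 reads +100%, hits lower the ratio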
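TMD8 human ABC-DLBCL cells with doxycycline-inducible IκBα–green luciferase fusion and unfused red luciferase, in 0.5% FBS medium; compounds up to 46 uM, 4 h at 37C. Green/red luminescence ratio, filter-overlap corrected, fitted to concentration-response curves.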
CXXC DNA block: qHTS Fluorescence Polarization Assay for Inhibitors of MLL CXXC domain - DNA interaction. Histone-lysine N-methyltransferase 2A (Homo sapiens), Q03164. Potency, µM (highest dose often 115 µM), inactives show top-dose activity change, negative = inhibition, usual class: inhibitors. 0.037% of 290,000 active. MLL-CXXC / FITC-HOXA9 DNA fluorescence polarization; active = well fitted inhibition curve with a large enough effect in the polarisation, with a control signal flat, not every such curve was filed as active; inconclusive = small, poorly fitted or top-dose-only effect, or effect the other way, or a change in a side signal; inactive = no such curve, though single readings can be large or run the other way; the % refers to the polarisation; also: potency is read from the fitted curve at half-maximal effect
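Fluorescence polarization: 7 uM MLL-CXXC (stock) preincubated 5 min with compounds, then 50 nM fluorescein-HOX-A9 DNA (stock) added; 30 min ambient. Buffer 50 mM Tris-HCl pH 7.5, 50 mM NaCl, 1 mM DTT, 0.05% BSA.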
Tb PFK inh: qHTS Assay to Find Inhibitors of T. brucei phosphofructokinase; ATP-dependent 6-phosphofructokinase (Trypanosoma brucei brucei), O15648; T. brucei PFK, ADP-Glo luminescence; Potency, µM (highest dose often 57.5 µM), inactives show at the top dose activity, negative = inhibition, actives largely listed as inhibitors; 0.17% of 330,000 active; AID 485367, 2010;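 also: potency is read from the fitted curve at half-maximal effect; 0% = uninhibited 1x PFK enzyme wells and -100% = no-enzyme wells; nearly all actives have a fitted effect of over 60% in size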
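PFK 1.25 nM, F6P 0.5 mM, ATP 0.1 mM, 0.1 M TEA pH 8.0, 5 mM MgCl2, 0.01% Tween20, 0.1% BSA; 45 min RT. ADP-Glo readout. qHTS titration up to 57 uM; curves fitted, compounds curve-classed.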
hERG WT inh: qHTS for Inhibitors of KCHN2 3.1: Wildtype qHTS | Voltage-gated inwardly rectifying potassium channel KCNH2 (Homo sapiens), Q12809 | U2OS, BacMam KCNH2, thallium flux FluxOr; active compounds read low | activity change, % at 1.84 µM | 0.37% of 340,000 active | AID 720551, 2013;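 active = maximum activity change below -70%; inconclusive = maximum activity change between -70% and -50%; inactive = maximum activity change above -50%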; also: % is scaled to controls: 0 for no effect and ±100 for the full control effect
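U2OS cells transduced with wild-type KCNH2 virus are loaded with FluxOr dye for 45 min, and thallium flux is measured in kinetic reads before and after stimulation buffer. Rate constants are normalized to DMSO controls.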
FBPA coupling cs: qHTS Assay for Inhibitors of Fructose-1,6-bisphosphate Aldolase from Giardia Lamblia: Coupling assay counterscreen. coupling enzyme system counterscreen, AmpLite Red fluorescence. activity change, negative = inhibition, % at 58.2 µM, hits read low. 0.67% of 290,000 active. AID 2472, 2010; in the data active = activity change below about -30%; also: % is scaled to controls: 0 for no effect and ±100 for the full control effect
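First, compound is pin-transferred into glyceraldehyde-3-phosphate coupling-enzyme reagent at 57.5 uM final and held 10 min at RT. Next, substrate, coupling system and AmpLite Red are added. After 20 min RT, fluorescence (525/598 nm) is read.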
TSHR antag: Antagonists of the Thyroid Stimulating Hormone Receptor: HTS campaign; TSHR-expressing cells, TSH-stimulated cAMP HTRF, 2 h; active compounds read low; Thyrotropin receptor (Homo sapiens), P16473; 0.2% of 330,000 active; activity change, negative = inhibition, % at 11.5 µM;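 active = activity change below a set negative limit, meaning inhibition stronger than a set level, cut at about -70% in these data; inconclusive = activity change between two set negative limits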; also: % is scaled to controls: 0 for no effect and ±100 for the full control effect
Target sequence (P16473 whole entry, looked up): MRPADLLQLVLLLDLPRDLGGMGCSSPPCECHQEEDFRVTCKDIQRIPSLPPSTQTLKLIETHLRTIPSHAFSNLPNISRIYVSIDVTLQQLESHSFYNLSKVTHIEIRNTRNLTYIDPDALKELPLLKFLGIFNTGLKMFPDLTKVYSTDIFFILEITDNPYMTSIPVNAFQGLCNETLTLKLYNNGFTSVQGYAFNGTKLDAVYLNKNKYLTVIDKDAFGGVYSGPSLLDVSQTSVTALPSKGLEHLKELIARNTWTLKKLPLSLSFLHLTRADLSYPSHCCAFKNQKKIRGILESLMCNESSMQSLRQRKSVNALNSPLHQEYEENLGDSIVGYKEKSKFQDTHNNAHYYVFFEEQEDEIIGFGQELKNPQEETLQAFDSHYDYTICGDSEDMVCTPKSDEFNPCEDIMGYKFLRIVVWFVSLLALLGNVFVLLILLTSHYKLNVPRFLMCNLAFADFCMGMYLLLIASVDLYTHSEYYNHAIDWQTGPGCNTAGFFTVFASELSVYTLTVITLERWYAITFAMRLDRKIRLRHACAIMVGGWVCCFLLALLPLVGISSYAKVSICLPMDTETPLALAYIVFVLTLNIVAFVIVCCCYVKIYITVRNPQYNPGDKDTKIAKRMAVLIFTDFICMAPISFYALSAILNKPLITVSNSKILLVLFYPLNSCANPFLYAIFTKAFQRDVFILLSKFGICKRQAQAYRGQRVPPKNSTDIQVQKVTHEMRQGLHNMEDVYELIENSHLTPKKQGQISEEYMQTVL
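Cell-based HTRF cAMP assay; TSHR cells + compound, TSH EC80 (4nM final), 2 h, 37 deg C. Lysis with anti-cAMP cryptate and cAMP-d2, 30 min RT, read 665/620 nm.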
GALK inh: qHTS Assay for Inhibitors of Human Galactokinase (GALK); P51570; AID 1868, 2009; Purified GALK, Kinase-Glo residual ATP luminescence; 0.007% of 270,000 active; Potency, µM (titrated, usually from 57.5 µM), inactives show top-dose activity change, negative = inhibition, most hits filed as inhibitors; also: potency is read from the fitted curve at half-maximal effect; % is scaled to controls: 0 for no effect and ±100 for the full control effect
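The enzyme phosphorylates galactose (100 uM) using ATP (35 uM); inhibition is detected as higher residual ATP, quantified by bioluminescence after 1 h reaction at room temperature, pH 8.0.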
* marks the source's active call; other numbers are inactive results; ? = inconclusive; · = no result given; [ ] = another dose, or the depositor's remark. Unless noted, calls follow the shape of the dose curve; as a rule, active = well fitted curve in the direction sought with a large enough effect; inconclusive = small, poorly fitted or top-dose-only effect, or another doubt; inactive = no such curve, though single readings can be large; an effect the other way counts as inactive or inconclusive.

Values run as follows: Tb PFK inh, TSHR antag, GALK inh, TCR act, Giardia killer, hERG WT inh, FBPA coupling cs, Chronic BCR inh, CXXC DNA block, AT treatment
1: CCOc1ccc(NC(=O)CCC(=O)NNC(=O)COc2ccccc2C)cc1
  -1%, 1, 5%, -1%, -11, 2, 1, -2%, 1%, -2%
2: CC1CCC2=NN(C(=O)c3ccco3)C(O)(C(F)(F)F)C2C1 (stereo not given)
  1%, 6, 9%, -3%, -3, -6, -2, -2%, -2%, 2%
3: CC(=O)c1cccc(NC(=O)COC(=O)CCc2ccc(S(=O)(=O)N3CCOCC3)cc2)c1
  -3%, -8, -3%, -1%, -24, 14, -1, 0%, 7%, 4%
4: O=C(CCCCCNS(=O)(=O)c1ccc(Br)cc1)NCCN1CCOCC1
  2%, -8, 0%, ·, 9, 11, -1, 5%, -6%, 1%
5: Brc1ccc(/C=C/C=N/Nc2nc3ccccc3s2)cc1
  1%, 0, -4%, ·, 7, 6, ·, -16%, 53%[activator], 16%
6: CN(C)C(=O)CSc1nnc(Cc2ccc3c(c2)OCO3)o1
  0%, 22, -2%, -12%, 5, ·, 3, 6%, 1%, 2%
7: Cc1ccc(NC(=O)CN(C)C(=O)COc2ccccc2-c2ccccc2)cc1
  3%, 12, ·, -11%[46.1 µM], -14, -5, ·, ?, ·, -7%
8: CC(Nc1nc(Nc2ccc(F)cc2)nc(SCC(N)=O)n1)c1ccccc1 (stereo not given)
  3%, -16, -1%, ·, 14, 2, -1, -6%, 0%, -8%
9: COc1cccc(Oc2ccc(N)cn2)c1
  0%, 14, 2%, 4%, -22, -4, -1, ?, -2%, -12%
10: Cc1nc(NC(CC(C)C)C(=O)O)c2nc(C)oc2n1 (stereo not given)
  0%, -1, 1%, 1%, 2, -23, 3, ?, 5%, 0%
11: CCC(C)C(=O)Nc1cc(C(=O)OC)cc(C(=O)OC)c1 (stereo not given)
  -2%, -12, 3%, -19%, 2, 0, 1, 0%, 24%, 4%
12: NC(=O)C1(N2CCCCC2)CCN(C(=O)CSc2nc(C(F)(F)F)cc(=O)[nH]2)CC1
  -3%, 6, -5%, 3%, 18, 6, 1, ?, -3%, -2%
13: COc1cc(/C=C2\SC(=O)N(Cc3ccc(Cl)cc3)C2=O)cc([N+](=O)[O-])c1O
  -6%, -49, -2%, -4%, ?, -4, 8, 1%, -7%, 1%
14: COc1ccc(-n2c(Cn3nnc4ccccc43)n[nH]c2=S)cc1
  -4%, -3, 2%, -5%[46.1 µM], -26, -3, -1, 3%, -4%, 12%
15: COc1cc(NC(=O)c2ccc(Br)cc2)c(OC)cc1NC(=O)c1ccccc1
  4%, 1, 5%, -7%, ?, 3, 2, 3%, 29%, 9%
16: O=C(NCc1csc(-c2cccs2)n1)c1ccccc1
  9%, 15, ·, 3%, 5, -13, 6, -18%, 12%, -1%
17: CCOC(=O)CNC(=O)/C(=C\c1ccc(F)cc1)NC(=O)c1ccccc1
  -1%, 4, 5%, ·, -3, 17, 4, 4%, -10%, 8%
18: COc1ccc(Nc2ncnc3c2cnn3-c2cccc(C)c2)cc1OC
  1%, -7, 3%, 0%, 3, -5, -4, 0%, 1%, 32%
19: COc1ccc(OC)c(NC(=O)C2CCN(c3nc(C)cc(C)n3)CC2)c1
  1%, 3, 2%, -1%, 0, -2, 2, 3%, 39%[activator], -9%
20: COc1ccc(CN(C(=O)c2snc(C(N)=O)c2N)C(C(=O)NC2CCCC2)c2ccc(OC)c(OC)c2)cc1 (stereo not given)
  -2%, 18, -2%, 1%, -19, 4, 1, 2%, -11%, -2%
21: Cc1ccc(F)cc1NC(=O)CCc1c(C)nn(-c2ccc(N3CCCCC3)nn2)c1C
  0%, -5, 5%, 0%, -12, -5, ·, -11%, 17%, -2%
22: CC1CCC2(CC1)NC(=O)N(NC(=O)CCc1c[nH]c3ccccc13)C2=O (stereo not given)
  -3%, 0, ·, -3%, 5, -4, ·, 0%, ·, -3%
23: COc1c(Cl)ccc(Cl)c1C(=O)NC(=O)N1CCOCC1
  6%, 3, -1%, -4%, -12, -4, 5, -1%, 3%, 2%
24: O=c1oc2ccccc2c2c1SC(C(F)(F)F)C2 (stereo not given)
  -2%, -6, -1%, 1%, -2, -2, 3, ?, 10%, ·
25: CSc1ccccc1NC(=O)c1ccccn1
  -2%, -10, 12%, -5%, 4, -21, 0, -19%, 0%, -1%
26: COc1ccc(Oc2cccc(Cl)c2CNC(=O)c2ccccc2C(=O)O)cc1
  0%, 9, 0%, -6%, -24, -1, 16, -14%, ?, 1%
27: c1ccc(Oc2ccc(-c3ccn[nH]3)cc2)cc1
  1%, -7, -4%, -5%, 5, 3, -2, ?, -1%, 8%
28: O=C(CC(c1ccccc1)c1ccccc1)Nc1ccncc1
  1%, -11, -1%, 0%, 4, -1, -3, -1%, -3%, 0%
29: O=C1CCCc2c1sc1nc3n(c(=O)c21)CCCCC3
  -9%, -1, -2%, 0%, -4, 16, 4, 4%, 3%, -5%
30: CN(c1ccccc1)S(=O)(=O)c1cccc(NC(=O)Cc2ccc(Cl)cc2)c1
  0%, -31, ·, -4%, 6, -14, ·, ?, ·, 10%
31: O=C(c1ccncc1)N1CCN(C(=O)c2cccs2)CC1
  0%, -13, 0%, 1%, -4, 4, 0, 2%, 4%, 1%
32: COc1ccc(NC(=O)CN(C)S(=O)(=O)c2ccc(Cl)cc2)cc1Cl
  0%, -9, 1%, 0%, -12, 6, -2, ?, 24%, 4%
33: Cc1cccc(CN2CCCC(C(=O)c3ccc4c5c(cccc35)CC4)C2)n1 (stereo not given)
  0%, -15, 1%, 8%, -11, 2, -1, -11%, -1%, 3%[11.5 µM]
34: O=C(N/N=C/c1ccccn1)C(O)c1ccccc1 (stereo not given)
  1%, -3, 1%, 5%, -13, -4, 0, -4%, -12%, 10%
35: OCc1nc2nc(Cl)c(Cl)nc2[nH]1
  -6%, 15, 1%, 5%, -3, -4, 3, ?, 2%, 5%
36: NC(=O)c1ccsc1NC(=O)COC(=O)c1ccncc1
  -7%, -8, ·, 2%, -27, 3, ·, -2%, ·, 4%
37: CCOCc1c(C(=O)NCC(c2ccco2)N2CCCC2)oc2ccccc12 (stereo not given)
  0%, ·, ·, -4%, 3, 17, ·, 0%, ·, 0%
38: COc1ccc(N2CCN(c3ccc(S(=O)(=O)N(C(C)C)C(C)C)cn3)CC2)cc1
  0%, -9, 12%, -2%, 6, 4, 3, 1%, 6%, -6%
39: O=C(Nc1nnc(S(=O)(=O)N2CCOCC2)s1)c1ccccc1F
  3%, 6, -11%, 0%, -19, -1, ·, ?, 22%, 10%
40: COc1ccc2c(c1OC)C(=O)OC2CC(=O)c1ccc(N(C)C)cc1 (stereo not given)
  0%, -17, 9%, 2%, 6, 2, 5, 1%, -17%, -4%
41: Cc1ccc(OCCC(=O)Nc2ccc(C)c(F)c2)cc1
  -5%, -16, 0%, 11%, ?, -9, 0, 16%, -5%, -1%
42: CC(=O)Nc1cccc(C(=O)OCC(=O)NC2CCCCCCC2)c1
  -1%, -28, ·, 0%, 12, -1, ·, ?, ·, -1%
43: CC(C)CCNC(=O)CCc1nnc(Cc2c[nH]c3ccccc23)o1
  4%, 1, 0%, 4%, -2, -16, 1, -9%, -20%, 6%
44: CCn1c(CCC(=O)N(C)CC(=O)Nc2cccc(F)c2)nc2cc(S(=O)(=O)N(C)C)ccc21
  0%, -6, ·, -2%, 6, -4, ·, 3%, ·, -2%
45: CCN(CC)C(=O)COC(=O)c1ccc(O)cc1
  ·, ·, -3%, 1%, 25, 13, 0, ·, -3%, ·
46: CCCN1CCC(=NNc2ccc(S(=O)(=O)N(CC)CC)cc2[N+](=O)[O-])CC1
  -3%, 1, 0%, 0%, -10, 0, 0, ?, -5%, -6%
47: Nc1c(C(=O)Nc2ccc(F)cc2)sc2nc(-c3ccco3)ccc12
  -2%, -27, -3%, 3%, 0, -11, -1, ?, 3%, 7%
